Source: PubChem
Siah-1 displacement = Siah-1 peptide-binding antagonists, primary screen, biochemical, fluorescence polarization, rhodamine-plectin, uHTS (AID 1817); E3 ubiquitin-protein ligase SIAH1 (Homo sapiens); Siah-1 / rhodamine-plectin peptide fluorescence polarization; higher % means a stronger effect; one-dose displacement, % at 20 µM; IC50 in µM for titrated hits; actives 0.02% (n = 290,000);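 active means displacement of at least 50% at 20 µM, with a fluorescence ratio check between 0.3 and a set limit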;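 further: plate controls were Siah plus tracer with DMSO for no effect and tracer alone without Siah for full effect; strong numbers were not always called active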
HIV peptide binding = inhibitors of HIV fusion peptide binding, primary screen, biochemical, uHTS, fluorescence dequenching (AID 1986) | cell-free peptide binding, fluorescence dequenching, 30 min; higher % means a stronger effect | one-dose inhibition, % at 20 µM; IC50 in µM for titrated hits | actives 0.3% (n = 290,000); in the data active means inhibition mostly above about 52%, no sharp cut-off; inactive means mostly below about 76%; further: some results filed as inactive read as strong as hits
GPR55 antagonists = GPR55 antagonists blocking LPI-driven arrestin recruitment, primary screen, imaging, U2OS, beta-arrestin-GFP, LPI agonist (AID 2013). G-protein coupled receptor 55 (Homo sapiens). U2OS GPR55 beta-arrestin-GFP translocation imaging, LPI antagonism; higher % means a stronger effect. one-dose inhibition, % at 10 µM; IC50 in µM for titrated hits. actives 0.13% (n = 290,000);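 active means spots per cell inhibited over 60%, with over 100 cells counted and total cytoplasm intensity under 500,000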;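 further: U2OS cells stably carrying GPR55 and arrestin-GFP stimulated by 5 µM LPI near EC80; imaged beta-arrestin-GFP aggregate spots per cell after agonist stimulation; plate controls were LPI-stimulated DMSO wells for no effect and DMSO wells without LPI for full effect; some results filed as inactive read as strong as hits; confirmed hits need IC50 under 10 µM and bright autofluorescent wells are also inconclusive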
Salmonella PhoP GFP = inhibitors of PhoP regulon expression, primary screen, Salmonella Typhimurium, GFP reporter (AID 1863) | actives 0.16% (n = 300,000) | one-dose inhibition, % at 50 µM; IC50 in µM for titrated hits | S. Typhimurium PhoP-regulated promoter GFP reporter, 4 h; higher % means a stronger effect;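 active means inhibition over 29.93%, a cutoff 3 SD above the screen mean, later confirmed by dose response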;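 further: 0% = low Mg2+ inducing control and 100% = high Mg2+ repressing control; strong numbers were not always called active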
Myeloid diff 2 = induction of myeloid progenitor differentiation, primary screen, cell-based, flow cytometry, MLPCN library; ER-HoxA9 myeloid progenitors, lysozyme-GFP differentiation; calls only at 10 µM; actives 1% (n = 360,000);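 active means normalized GFP-positive differentiation at or above the plate's own cutoff, the solvent-only control mean plus 3 SD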;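 further: cells exposed to compound for four days before flow analysis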
LYP inhibition = inhibitors of LYP phosphatase, biochemical, fluorescence intensity, uHTS (AID 1779). recombinant LYP phosphatase, fluorescence intensity; higher % means a stronger effect. inhibition, % at 11.5 µM; hits with a dose series show IC50 in µM. actives 0.054% (n = 290,000); in the data active means inhibition above about 50%;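 further: plate controls were vehicle with enzyme for no effect and no enzyme for full effect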
GPR35 antagonists = GPR35 antagonists blocking zaprinast-driven arrestin recruitment, primary screen, imaging, U2OS, beta-arrestin-GFP, zaprinast agonist (AID 2058) | U2OS GPR35 beta-arrestin-GFP translocation imaging, zaprinast antagonism; higher % means a stronger effect | actives 0.052% (n = 290,000) | one-dose inhibition, % at 10 µM; IC50 in µM for titrated hits;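 active means inhibition of at least 50% with at least 30 cells and total cytoplasm GFP at most 10,000,000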
MgcRacGAP inhibition = MgcRacGAP GTPase-activating activity inhibitors, confirmation, biochemical, ADP Hunter fluorescence | Rac GTPase-activating protein 1 (Homo sapiens) | MgcRacGAP-stimulated Rac1 GTP hydrolysis, ADP Hunter fluorescence; higher % means a stronger effect; GST-tagged Rac1 F28L mutant substrate | inhibition, % at 30 µM; hits with a dose series show IC50 in µM | actives 0.6% (n = 340,000) | AID 624330, 2012;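 active means first-screen hits whose inhibition reached a set limit at any dose in the follow-up dose series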;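 further: fluorescence reports GDP produced by GAP-driven GTP hydrolysis; strong numbers were not always called active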
NTR1 agonist = agonists of NTR1, primary screen, imaging, U2OS cells, beta-arrestin-GFP, high content (AID 493036) | Neurotensin receptor type 1 (Homo sapiens), P30989 | NTR1-U2OS beta-arrestin-GFP spot imaging, agonist mode | activation, % at 20 µM | actives 0.17% (n = 330,000);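 active means activation at or above 40% of the spot to cytoplasm intensity ratio, with at least 20 cells analyzed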;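 further: 0% = DMSO without peptide and 100% = 100 nM NTR1 peptide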
Target sequence (P30989 whole entry, looked up): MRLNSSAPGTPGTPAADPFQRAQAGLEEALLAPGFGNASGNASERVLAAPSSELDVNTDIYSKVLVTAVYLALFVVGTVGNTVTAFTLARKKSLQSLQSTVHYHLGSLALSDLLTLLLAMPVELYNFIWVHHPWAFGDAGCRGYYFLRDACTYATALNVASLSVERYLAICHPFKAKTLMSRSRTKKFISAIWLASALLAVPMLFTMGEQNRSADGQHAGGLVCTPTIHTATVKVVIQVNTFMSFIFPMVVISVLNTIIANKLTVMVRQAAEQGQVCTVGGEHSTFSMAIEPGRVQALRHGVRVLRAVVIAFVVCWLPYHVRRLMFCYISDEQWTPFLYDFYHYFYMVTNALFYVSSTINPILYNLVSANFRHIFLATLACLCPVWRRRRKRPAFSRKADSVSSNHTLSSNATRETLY
NTR1 agonist cell count 20 µM = second read-out of NTR1 agonist, no call of its own (marks repeat the call); cell count; measured here: cell count, cytotoxicity flag
Myeloid diff 2 GFP+ MAC1+ % = further read-out of Myeloid diff 2, marked with its call; GFP+ MAC1+ double positive, %; measured here: differentiation confirmed by MAC1 staining
* = called active by the depositor; i = inactive; nt = no result given; + = active, no number.

SMILES | Siah-1 displacement | HIV peptide binding | GPR55 antagonists | Salmonella PhoP GFP | Myeloid diff 2 | Myeloid diff 2 GFP+ MAC1+ % | LYP inhibition | GPR35 antagonists | MgcRacGAP inhibition | NTR1 agonist | NTR1 agonist cell count 20 µM
CC1(C)NC(=O)N(c2ccccc2Cl)C1(C)NO (configuration not stated) | 1% | 0.7% | 17% | 0% | i | 0.8 | -1% | 1% | 3% | -0.7 | 89
COc1ccccc1Nc1nc(NCC2CCCO2)c2ccccc2n1 (configuration not stated) | -2% | -2.7% | 24% | 5% | i | 0.2 | -12% | 17% | 12% | 6.6 | 45
Cc1cc(C)n(-c2nc3ccccc3c(=O)n2OCc2ccc(F)cc2)n1 | -2% | -0.3% | 1% | 10% | i | 0.9 | -9% | -11% | 0% | 1.9 | 45
CCOC(=O)N1CCN(C(=O)CNS(=O)(=O)c2c(C)cc(C)cc2C)CC1 | 3% | -2.2% | -10% | 8% | i | 0.3 | -8% | -5% | 1% | -1.7 | 49
CCN(CC(N)=O)S(=O)(=O)c1ccc(F)cc1 | -3% | -0.7% | -6% | -6% | i | 0.0 | -5% | -5% | 3% | 1.3 | 44
O=C(O)/C=C/C(=O)N(Cc1ccc2c(c1)OCO2)C1CC(=O)N(CCc2ccccc2)C1=O (configuration not stated) | 2% | 0.9% | -3% | -11% | i | 0.8 | -6% | 1% | 4% | 0.1 | 42
Cc1ccccc1-n1c(SCc2csc(Nc3ccccc3)n2)nnc1-c1cccnc1 | -4% | -1.8% | 14% | 19% | i | 1.2 | 6% | -22% | 11% | 6.5 | 63
COCc1c(C(=O)N/N=C(\C)c2ccncc2)nnn1-c1nonc1N | -2% | -2.7% | 1% | -8% | i | 1.7 | -5% | -10% | 2% | 0.7 | 47
CCOc1ccc(C(=O)Nc2ccccc2OC(F)F)cc1 | -2% | -0.6% | 14% | -8% | i | 0.1 | 2% | 10% | 10% | -0.9 | 51
CCC(C)(C)NC(=O)Cc1ccccc1OC | -2% | -1.4% | 2% | 0% | i | 0.7 | -11% | -1% | 5% | 2.6 | 91
COc1cccc(C2CC(c3ccc(Cl)cc3)Nc3nc(N)nn32)c1 (configuration not stated) | 0% | -3.1% | 0% | -6% | i | 1.1 | -4% | 4% | 13% | 5.3 | 48
Cn1c(=O)cc(-c2ccccc2)c2ccccc21 | 0% | 0.9% | 10% | 6% | i | 1.0 | 6% | -2% | 6% | 1.5 | 89
CCC1=Nc2cc(C(=O)NCCN3CCCC3)ccc2Sc2ccc(C)cc21 | 10% | -1.4% | 18% | 2% | i | 0.9 | -3% | 18% | 14% | 1.6 | 49
CC(C)c1ccc(/C=C/C(=O)NC(=S)Nc2ccc(CN3CCOCC3)cc2)cc1 | 8% | -1.1% | 16% | -4% | i | 0.3 | -3% | -8% | 8% | 13 | 112
CC(=O)c1ccc(NC(=O)c2ccc(S(=O)(=O)N3CCCC3)cc2)cc1 | 1% | -1.2% | -7% | -13% | i | 1.2 | -11% | -6% | 3% | 1.3 | 50
CC1CCN(C(=O)Cn2cc(C#N)c3ccccc32)CC1 | 9% | -0.8% | 20% | 3% | i | 0.9 | -5% | 4% | 5% | 0.6 | 41
CN=c1scc(-c2ccc(Cl)cc2)n1C | 11% | 2.9% | 20% | -5% | i | 0.2 | -8% | -5% | 4% | -0.8 | 57
CCC(C)c1ccc(OCC(=O)Nc2ccc(Cl)cn2)cc1 (configuration not stated) | -1% | -1.3% | -1% | 20% | i | 0.6 | 0% | 12% | 3% | -0.1 | 84
CC1CCN(C(=O)CSc2nc(C(C)C)nc3c2c(=O)n(C)c(=O)n3C)CC1 | 3% | -1.2% | -18% | -4% | i | 0.5 | -8% | -13% | 3% | 6.2 | 56
N#C/C(C(=S)Nc1ccccc1)=C1/NN=C(N2CCOCC2)N1c1ccccc1 | -4% | -0.3% | 8% | -1% | i | 0.5 | -7% | -11% | 16% | 0.9 | 84

Record cards, as listed above. Order of screens: Siah-1 displacement	HIV peptide binding	GPR55 antagonists	Salmonella PhoP GFP	Myeloid diff 2	Myeloid diff 2 GFP+ MAC1+ %	LYP inhibition	GPR35 antagonists	MgcRacGAP inhibition	NTR1 agonist	NTR1 agonist cell count 20 µM
`Cc1cc(C)n(-c2nc3ccccc3c(=O)n2OCc2ccc(F)cc2)n1` across the screens: -2%	-0.3%	1%	10%	i	0.9	-9%	-11%	0%	1.9	45
`CCC1=Nc2cc(C(=O)NCCN3CCCC3)ccc2Sc2ccc(C)cc21` across the screens: 10%	-1.4%	18%	2%	i	0.9	-3%	18%	14%	1.6	49
`COc1cccc(C2CC(c3ccc(Cl)cc3)Nc3nc(N)nn32)c1` (configuration not stated) across the screens: 0%	-3.1%	0%	-6%	i	1.1	-4%	4%	13%	5.3	48
`COc1ccccc1Nc1nc(NCC2CCCO2)c2ccccc2n1` (configuration not stated) across the screens: -2%	-2.7%	24%	5%	i	0.2	-12%	17%	12%	6.6	45

Copied from the list.
For NTR1 agonist cell count 20 µM, CC1CCN(C(=O)Cn2cc(C#N)c3ccccc32)CC1 reads 41
For Siah-1 displacement, CCOC(=O)N1CCN(C(=O)CNS(=O)(=O)c2c(C)cc(C)cc2C)CC1 reads 3%

Later entries:
SMILES | Siah-1 displacement | HIV peptide binding | GPR55 antagonists | Salmonella PhoP GFP | Myeloid diff 2 | Myeloid diff 2 GFP+ MAC1+ % | LYP inhibition | GPR35 antagonists | MgcRacGAP inhibition | NTR1 agonist | NTR1 agonist cell count 20 µM
CCCCOC(=O)N1CCOCCOCCOCCOCC1 | 6% | -0.2% | 5% | -1% | i | 0.3 | -4% | -4% | 15% | -1.0 | 72
CC(=O)c1sc2nsc(SCCN3CCOCC3)c2c1N | 5% | -3.3% | 6% | -15% | i | 0.8 | -10% | -13% | nt | 1.6 | 58
Cc1[nH]n(-c2ccccc2)c(=O)c1C(C[N+](=O)[O-])c1ccc(Cl)cc1 (configuration not stated) | 2% | -2.6% | 10% | 4% | nt | nt | -5% | 12% | -3% | 6.1 | 68
O=C(NCCS(=O)(=O)c1ccc(Br)cc1)c1ccc(Cl)cc1 | 5% | 2.3% | 7% | 0% | i | 1.2 | -9% | -11% | 9% | 1.5 | 77
CN(C)c1ccc(CNC(=O)c2cc(S(=O)(=O)N3CCOCC3)cn2C)cc1 | 21% | -1.3% | -2% | nt | i | 3.8 | -14% | 1% | 11% | -0.9 | 60
CCN(CC(=O)Nc1c(F)cccc1F)C(=O)c1cc2c(cc1Cl)N1CCCCCC1=NS2(=O)=O | nt | nt | nt | -2% | i | 0.2 | nt | nt | 4% | -0.8 | 67
COC(=O)c1ccccc1NC(=O)CSc1n[nH]c(C)n1 | 6% | 1.6% | -40% | 2% | i | 2.0 | -5% | 14% | 1% | -0.6 | 41
COC(=O)CCCc1nc2ccccc2s1 | -2% | 0.2% | 5% | -4% | i | 1.1 | -3% | -9% | 1% | -2.6 | 52
O=C(Nc1ccc(Cc2ccc(NC(=O)C3CC3)cc2)cc1)C1CC1 | 5% | 1.2% | 10% | -2% | i | 0.1 | -7% | 1% | 3% | 3.1 | 32
Cc1ccc(C(=O)C2CCN(C(=S)NCC3CCCO3)CC2)cc1 (configuration not stated) | 11% | -0.2% | 15% | 5% | i | 0.6 | -8% | -8% | 9% | 2.2 | 51
O=C1CCC(C(=O)N2CCCC(N3CCN(c4cccc(C(F)(F)F)c4)CC3)C2)=NN1 (configuration not stated) | 2% | -0.9% | 8% | -4% | i | 2.0 | -4% | -19% | 8% | 1.4 | 55
CSc1ccccc1NC(=O)CSc1n[nH]c(C)c1[N+](=O)[O-] | -4% | 1.4% | 3% | -6% | i | 0.4 | -3% | 7% | 8% | -0.1 | 62
CCCCc1cc2c(cc1NC(=O)CN1CCCCC1)OCCO2 | 1% | 1.7% | 10% | -7% | i | 0.6 | -2% | 3% | -8% | -0.5 | 38
CCn1c(SCC(=O)NC2CCCCC2)nnc1-c1ccco1 | 0% | 0.1% | 6% | 5% | i | 2.4 | -3% | 0% | 4% | 5.3 | 49
Cc1c(C(=O)N(Cc2ccncc2)CC2CCCO2)oc2c(F)cccc12 (configuration not stated) | -3% | -0.7% | 4% | -4% | i | 1.2 | -4% | 8% | 6% | 1.9 | 63
O=C(Cn1nnc(-c2cccs2)n1)Nc1ccccc1C(F)(F)F | 5% | 0.5% | -18% | 4% | i | 0.3 | -1% | 2% | 2% | 2.1 | 44
Fc1ccc(-n2c(-c3ccc4ccccc4n3)n[nH]c2=S)cc1 | 18% | 0.9% | -2% | 0% | i | 0.4 | -4% | 3% | 6% | 5.1 | 30
COc1ccccc1N1CCN(C(=O)CSc2ncccc2-c2nc3ccccc3[nH]2)CC1 | 3% | -3.5% | -7% | 4% | i | 8.5 | -6% | -14% | 0% | 0.8 | 74
CCN(CC)CCN(Cc1cc2cc3c(cc2[nH]c1=O)OCCO3)C(=O)NC1CCCCC1 | -1% | -0.2% | -5% | 30% | i | 0.8 | -6% | 0% | 13% | -0.9 | 36
Cc1c(-c2ccccc2)cn2c1-c1ccc(C)n1CC2 | 4% | 21% | 26% | 6% | + | 1.4* | 7% | -4% | 6% | 2.7 | 81
CCN1CCN(C(CNC(=O)c2ccc3c(c2)OCO3)c2cccnc2)CC1 (configuration not stated) | 3% | 0.4% | 6% | 7% | i | 2.4 | -4% | -2% | 8% | 3.3 | 49
CCN(Cc1ccncc1)C(=O)CC1C(=O)NCCN1Cc1ccc(F)c(F)c1 (configuration not stated) | -4% | -2.1% | 45% | 5% | i | 0.0 | -4% | 14% | 4% | 0.6 | 68
O=C(CSc1ccccc1C(=O)O)Nc1cccc(C(=O)O)c1 | -2% | 3.5% | 3% | -12% | i | 0.9 | -2% | -3% | -4% | -1.2 | 76
NC(=O)c1cc(NC(=O)CCNS(=O)(=O)c2cccc(C(F)(F)F)c2)cc(C(N)=O)c1 | -6% | -0.7% | 2% | 5% | i | 2.1 | -11% | 8% | 8% | 0.2 | 30
COc1ccc(CN2C[C@H](C)[C@@H](CC(=O)NCc3ccccc3)C2=O)cc1 | -4% | -0.6% | 14% | 0% | i | 1.7 | -13% | 16% | 6% | 1.2 | 66
O=C(c1cnn2ccccc12)N1CCN(C2CCCCC2)CC1 | 2% | -0.6% | 21% | 11% | i | 2.8 | -8% | -11% | -1% | -0.6 | 89
